Compound activity: PubChem, several laboratories
hDAT+cocaine: changed hDAT dopamine uptake under cocaine IC80, either direction, primary screen, cocaine antagonist project, cell-based, LLC-PK1 hDAT, [14C]-dopamine uptake, MLSMR | Sodium-dependent dopamine transporter (Homo sapiens), Q01959 | LLC-PK1 hDAT cells, [14C]-dopamine uptake with cocaine IC80; actives deviate in either direction | B-score at 10 µM | hit rate 1.3% among 110,000 | AID 449768, 2010;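 active = Z score or B-score, a plate-position-corrected score, falls beyond the plate's 99.7% confidence bounds, in either direction; inactive = both scores lie inside the 99.7% bounds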;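 also: scored against the spread of the other compound wells on the same plate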
HUVEC tox IL1B: cytotoxicity in IL-1B stimulated HUVEC, primary screen, cytotoxicity control for IL-1B NFkB translocation project, imaging, Hoechst nuclear count, IL-1B stimulus | HUVEC cell count loss | hit rate 0.41% among 94,000 | cell count reduction, % at 2 µM | AID 845, 2007;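 active = cell count reduction more than 3 SD above the screen-wide mean, cut at about 70% in these data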;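 also: normalized per plate to untreated control cells as the no-loss baseline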
Candida biofilm: clotrimazole potentiators killing Candida biofilms, primary screen, with clotrimazole, Alamar Blue | hit rate 0.14% among 85,000 | AID 834, 2007 | inhibition, % at 6 µM | C. albicans biofilm + clotrimazole;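 active = inhibition above 20%; inactive = inhibition below 20%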;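 also: preformed 24 hr biofilms exposed to compound for 48 hr; 0% = biofilm without compound and 100% = blank killed by clotrimazole plus chlorhexidine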
CYP2C9 act: human CYP2C9 activators, primary screen, biochemical, luminescence | recombinant CYP2C9, luciferin-H conversion; active compounds read high; factor 1 = untreated enzyme, 0 = blocked | activation factor at 5 µM | hit rate 1.4% among 96,000;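 active = activation factor of 2 or more for CYP2C9 at a 5 µM dose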;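 also: 0 = sulfaphenazole-blocked wells and 1 = vehicle-only wells; values of inactives mirror those of a sister screen read the other way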
Target sequence (P11712 whole entry, looked up): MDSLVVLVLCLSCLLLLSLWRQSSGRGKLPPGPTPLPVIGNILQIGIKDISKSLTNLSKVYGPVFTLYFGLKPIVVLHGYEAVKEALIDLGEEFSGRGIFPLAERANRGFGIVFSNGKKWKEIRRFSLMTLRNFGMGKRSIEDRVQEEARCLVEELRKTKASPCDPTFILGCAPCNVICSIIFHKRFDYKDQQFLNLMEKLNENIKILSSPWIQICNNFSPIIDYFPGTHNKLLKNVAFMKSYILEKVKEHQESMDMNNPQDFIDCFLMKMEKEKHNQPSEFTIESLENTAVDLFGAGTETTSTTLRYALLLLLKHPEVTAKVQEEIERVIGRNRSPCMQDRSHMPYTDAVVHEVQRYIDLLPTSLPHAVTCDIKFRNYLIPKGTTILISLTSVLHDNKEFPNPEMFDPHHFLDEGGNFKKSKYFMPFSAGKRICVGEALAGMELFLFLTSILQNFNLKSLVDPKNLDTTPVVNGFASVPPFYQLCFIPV
HUVEC tox TNFa: cytotoxicity in TNFa-stimulated HUVEC, primary screen, cytotoxicity control for VCAM1 expression modulator project, imaging, Hoechst nuclei count; hit rate 0.17% among 93,000; HUVEC TNFalpha-stimulated, Hoechst cell count; cell count reduction, % at 2 µM;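 active = cell count reduction exceeding the screen mean by over 5 SD, scaled to untreated wells per plate, cut at about 78% in these data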;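 also: cells counted after 24 h of TNF alpha exposure following the 1 h pretreatment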
CYP2C19 inhib: blockers of cytochrome P450 2C19 activity – biochemical, luminescence, ADME assay, primary screen; P33261; CYP2C19 Supersomes, luciferin-H EGE luminescence, 30 min; inhibition, % at 5 µM; hit rate 21% among 96,000;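 active = CYP2C19 inhibition above a set limit at 5 µM in the primary screen, cut at about 50% in these data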;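 also: plate controls were negative control wells for no effect and 2.5 mM tranylcypromine positive control for full effect; values of inactives mirror those of a sister screen read the other way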
Target sequence (P33261 whole entry, looked up): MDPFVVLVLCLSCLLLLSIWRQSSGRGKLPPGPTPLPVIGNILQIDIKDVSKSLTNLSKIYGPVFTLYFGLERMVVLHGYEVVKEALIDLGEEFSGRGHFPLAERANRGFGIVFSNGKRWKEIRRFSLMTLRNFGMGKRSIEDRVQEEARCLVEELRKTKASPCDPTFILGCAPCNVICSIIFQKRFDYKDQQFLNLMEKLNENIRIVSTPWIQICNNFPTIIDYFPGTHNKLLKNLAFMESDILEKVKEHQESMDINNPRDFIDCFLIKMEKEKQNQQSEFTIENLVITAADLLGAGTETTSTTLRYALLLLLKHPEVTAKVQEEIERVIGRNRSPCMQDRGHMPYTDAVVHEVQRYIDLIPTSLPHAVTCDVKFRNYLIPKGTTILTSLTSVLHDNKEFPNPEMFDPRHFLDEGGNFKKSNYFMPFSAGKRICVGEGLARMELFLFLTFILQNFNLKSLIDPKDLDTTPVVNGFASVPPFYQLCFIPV
VCAM1 TNFa inh: inhibitors of TNFa-induced VCAM1 expression, primary screen, imaging, HUVEC, TNFa stimulus, immunofluorescence | HUVEC TNFa-induced VCAM-1 immunofluorescence, high-content imaging | inhibition, % at 2 µM | hit rate 0.48% among 95,000;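 active = inhibition above the batch mean plus 3 SD, with images confirmed as a hit by eye, cut at about 37% in these data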;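 also: 0% = TNF-stimulated DMSO wells and 100% = unstimulated control wells; not every result past the cut was called active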
CYP2C19 activ: human CYP2C19 activators, primary screen, biochemical, luminescence | recombinant CYP2C19, luciferin-H EGE luminescence; active compounds read high; 0 = fully inhibited enzyme, 1 = untreated enzyme | activation factor at 5 µM | 96,000 tested, under 10 active | AID 1025, 2008;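 active = activation factor of at least 2 at 5 µM in the primary screen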;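 also: 0 = wells with 2.5 mM tranylcypromine and 1 = vehicle-only wells; values of inactives mirror those of a sister screen read the other way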
CYP2C9 inh: blockers of cytochrome P450 2C9 activity – biochemical, luminescence, ADME assay, primary screen; CYP2C9 Supersomes, luciferin-H conversion; inhibition, % at 5 µM; hit rate 20% among 96,000; AID 777, 2007;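 active = blocking of liver enzyme CYP2C9 beyond about 50% at 5 µM, limit read from the data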; also: values of inactives mirror those of a sister screen read the other way
* hit, by the source's call; x = not tested or not shown.

SMILES	hDAT+cocaine	HUVEC tox IL1B	Candida biofilm	CYP2C9 act	HUVEC tox TNFa	CYP2C19 inhib	VCAM1 TNFa inh	CYP2C19 activ	CYP2C9 inh
COc1ccc(C)cc1S(=O)(=O)N(CC(=O)N1CCOCC1)Cc1ccccc1	0.751	6.3	7.9	0.6	-23.6	66.1*	19.6	0.3	44.9
CCOC(=O)CSc1nc2ccccc2n1CC(=O)NC(C)(C)C	0.548	-2.5	6.2	0.8	x	16.1	x	0.8	20.5
O=C(O)CCC(=O)OC1CC2CCC1C2 (stereo unspecified)	0.189	20.7	-4.8	1	16.3	0.0	-14.8	1	-1.2
Cn1c(=O)c2c(nc(SCC(=O)c3cccs3)n2Cc2ccc(F)cc2)n(C)c1=O	-0.67	-39.1	3.4	0.9	4.2	6.6	14.6	0.9	8.5
c1ccc2c(c1)nnn2Cc1nnc2sc(-c3ccncc3)nn12	0.0482	14.0	3.3	0.4	-22.4	78.4*	-10.4	0.2	56.9*
CCOC(=O)/C(C#N)=C\c1ccc(CC)s1	-1	-4.8	x	0.8	-10.7	12.7	5.2	0.9	17.7
COC(=O)C1CCN(C(=O)Cc2ccc(Br)cc2)CC1	0.276	-64.1	6.5	0.8	-14.4	90.2*	6.7	0.1	19.4
Cc1ccc(CN(c2ccc(C(=O)Nc3ccc4c(c3)OCO4)cc2)S(C)(=O)=O)cc1	-0.21	-20.9	-0.1	0.6	-17.3	43.8	0.2	0.6	39.5
CC(Sc1ccc(Cl)cc1)C(=O)Nc1ccc2c(c1)OCO2 (stereo unspecified)	0.0369	23.9	4.8	x	1.8	x	3.1	x	x
CCOC(=O)N1CCN(Cc2nc3c(c(=O)n(C)c(=O)n3C)n2CCCc2ccccc2)CC1	-0.169	x	-1.4	0.3	-10.6	35.0	10.2	0.7	69.6*
CCn1c(CC(=O)Nc2ccccc2)nnc1SCC(=O)Nc1ccccc1C(=O)OC	0.143	-77.7	8.7	1	-39.1	1.4	13.6	1	3.1
CCOC(=O)c1c(NC(=O)COC(=O)Cn2cnc3ccccc32)sc(C)c1C	-0.281	-7.0	6.2	0.7	-3.0	-4.1	-5.4	1	30.8
CCOc1ccc(C2N(c3cc(C)on3)C(=O)C3CCCN32)cc1OC (stereo unspecified)	-0.291	-13.5	5.2	1	-15.7	5.3	13.1	0.9	-1.0
O=C(O)C1C(C(=O)Nc2ccc(Cl)cc2)C2C=CC1C21CC1 (stereo unspecified)	-0.385	75.5*	-0.1	1	-13.0	39.0	-18.7	0.6	4.3
CS(=O)(=O)Nc1ccc(Br)cc1C(=O)c1ccccc1	-0.288	-173.5	-2.0	0.1	-8.9	91.8*	16.0	0.1	87.7*
O=C(CSc1ncccc1C(=O)O)NCc1ccc(F)cc1	-0.891	-8.9	x	1.1	-18.7	-4.5	15.6	1	-12.0
O=C(CNS(=O)(=O)c1cccc2nsnc12)NCc1ccc(Cl)cc1	1.43	x	-0.6	0.5	x	50.2*	x	0.5	52.1*
NS(=O)(=O)c1ccc(NC(=O)C2CCCN(S(=O)(=O)c3ccc(F)cc3)C2)cc1 (stereo unspecified)	-0.421	8.5	8.3	0.8	-33.9	7.9	9.1	0.9	16.4
COc1ccc(S(=O)(=O)Nc2ccc(S(=O)(=O)N3CCOCC3)cc2)cc1C	0.453	-25.6	2.3	0.1	-5.7	76.2*	-30.2	0.2	92.7*
COc1ccc(S(=O)(=O)N(C)c2ccc(C(=O)N3CCOCC3)cc2)cc1OC	-0.0616	-38.2	-2.2	1.2	-8.8	30.8	3.0	0.7	-24.6
CCC(C)NCC(O)COCc1ccc(Cl)cc1 (stereo unspecified)	-0.798	10.4	11.4	0.9	-42.6	5.3	3.7	0.9	11.9
CCOC(=O)c1ccc(NC(=O)CCc2ccc(C)o2)cc1	0.799	1.1	x	0.4	-40.7	16.8	-15.2	0.8	55.3*
COC(=O)c1ccc(CSc2ncnc3c2nnn3-c2ccc(F)cc2)o1	-1.8	-20.8	0.5	1	-0.4	9.2	25.3	0.9	4.8
CCOC(=O)c1cnc(SCC(=O)Nc2sc(C)c(C)c2C#N)nc1N	-1.07	11.5	x	0.4	-25.0	17.8	0.7	0.8	61.7*
CC(Nc1ccc(Br)cc1)C(=O)N/N=C/c1ccccc1OCc1ccccc1 (stereo unspecified)	-0.00253	11.0	x	0	-22.8	89.3*	1.6	0.1	95.3*
CCOC(=O)CNC(=O)CSc1nc(Cc2cccs2)nc2ccccc12	1.22	-2.2	x	0.6	-12.4	57.6*	7.5	0.4	43.8
O=S(=O)(Nc1cc(Cl)ccn1)c1ccc(Cl)cc1	-0.48	-11.0	3.6	0.3	-0.4	47.2	-19.4	0.5	74.0*
CN1CCN(CCN2CCn3c2nc2ccccc23)CC1	-0.291	-82.0	8.8	1	-6.9	33.4	4.7	0.7	1.8
CCCc1ccc(C(=O)N2CCN(c3ccccc3OCC)CC2)cc1	x	21.1	1.7	0.2	14.3	88.5*	-4.7	0.1	76.3*
Cc1ccc(-n2cnc3cc(NCc4cccs4)ccc32)cc1	0.627	-48.2	2.5	0.1	-5.7	89.5*	-0.3	0.1	93.3*
O=C(O)c1ccccc1C(=O)N1CC=C(c2ccccc2)CC1	0.626	-1.3	2.3	1.1	7.2	-16.5	-4.8	1.2	-6.3
COc1cc(OC)cc(C(=O)NCCOc2ccccc2)c1	-0.719	-9.5	4.4	0.9	-46.8	62.3*	5.8	0.4	13.6
c1cc2nncn2nc1N1CCCC1	-0.118	-10.0	4.9	1	-29.4	52.8*	3.7	0.5	-0.7
C/C(=N\NC(=O)CN1CCOCC1)C(C)(C)C	-0.854	-18.6	x	1.1	-18.8	-7.9	9.6	1.1	-9.4
Cc1cccc2cc(CN(Cc3nnnn3C3CCCC3)C3CCCCC3)c(=O)[nH]c12	0.926	-173.3	5.3	x	-3.8	x	6.0	x	x
Cc1ccc(-c2noc(-c3ccccc3C(=O)N3CCOCC3)n2)cc1	-0.0967	11.4	3.9	0.9	-13.6	5.9	-5.4	0.9	13.1
NC(=O)c1cc(Cl)cn(-c2ccccc2)c1=O	-0.0315	-17.4	1.6	1.3	-44.6	-25.3	13.4	1.3	-26.0
CCOC(=O)CSc1nnc2n1C(C)(C)Cc1ccccc1-2	0.329	-51.8	6.2	x	-14.7	x	-20.2	x	x
Cc1ccccc1N1CCN(C(=O)c2ccc(Oc3ccc(C(F)(F)F)cn3)cc2)CC1	0.218	17.8	x	0.2	20.6	19.4	-5.9	0.8	75.9*
CCOC(=O)Cc1csc(NC(=O)COc2ccc3ccccc3c2)n1	1.18	-1.3	5.7	0.5	-17.1	52.7*	12.8	0.5	46.9
C=CCC(CC=C)(C(=O)O)c1ccccc1	0.416	-38.7	1.9	0.9	12.0	0.2	-14.5	1	12.6
Cc1n[nH]c(C)c1S(=O)(=O)N1CCC(C(=O)N2CCn3c2nc2ccccc23)CC1	-0.597	x	1.1	0.6	-9.0	66.0*	-7.5	0.3	42.5
Cc1nn(CC(=O)NCCN2CCOCC2)c(=O)c2ccccc12	0.346	-58.6	10.8	1.1	-29.5	-5.9	4.3	1.1	-10.2
Cc1ccsc1/C=N\NC(=O)c1ccc2c(c1)OCO2	x	-19.5	x	0.9	4.7	11.2	20.2	0.9	9.5
O=C(COc1ccc2ccccc2c1)N1c2ccccc2Sc2ccccc21	0.2	-12.9	x	0.7	-12.6	11.0	3.3	0.9	26.4
Cc1cnc(NC(=O)CN2C(=O)C3CC=CCC3C2=O)s1 (stereo unspecified)	-0.526	-20.9	0.4	0.6	-6.5	16.1	10.7	0.8	37.1
Nc1ncnc2nc(SCCc3ccccc3)[nH]c12	0.00332	x	-6.2	0.9	x	19.6	x	0.8	10.9
COc1cccc(NC(=O)C2CCN(c3ncccn3)CC2)c1	0.175	-18.5	5.1	0.8	-14.6	22.6	36.0	0.8	23.1
CCOC(=O)c1[nH]c2ccc(Cl)cc2c1-c1ccccc1	0.021	-9.5	4.3	0.8	-3.9	33.4	18.9	0.7	23.8
Cc1ccc(C(=O)COc2cccc(NC(=O)c3ccco3)c2)cc1	0.18	-19.3	6.7	0.7	-18.7	32.7	11.9	0.7	32.1
Cc1ccc(C)c(N(CC(=O)NC2CCCC2)C(=O)c2oc(C(C)(C)C)cc2C)c1	1.24	13.6	x	0.7	-19.9	26.2	-3.6	0.7	26.0
CCCC(C)n1[nH]c(=O)cc1N (stereo unspecified)	-2.79*	3.6	2.7	x	-10.7	x	-3.2	x	x
O=C1Nc2ccccc2/C1=C/C(=O)c1cccs1	-0.425	1.1	8.1	2.5*	0.4	32.1	-0.3	0.7	-152.7
CCCCn1c(=NC(=O)c2cccnc2)c(C(=O)OCC)cc2c(=O)n3ccccc3nc21	0.704	10.2	2.2	0.9	-23.9	-6.9	6.8	1.1	7.0
O=C(CSCC(=O)Nc1ccccc1)N/N=C/c1c(O)ccc2ccccc12	x	24.9	x	1	-13.5	-6.1	-0.7	1.1	1.7
O=C(Nc1ccc(Cl)cn1)Nc1ccccc1F	0.576	7.8	x	x	-5.1	x	20.1	x	x
COC(=O)C1=C2SC(C)C(=O)N2C(N)=C(C#N)C1c1cc(OC)c(OC)c(OC)c1 (stereo unspecified)	-0.025	8.3	0.3	0.8	-2.5	11.6	-5.5	0.9	24.1
CCOC(=O)C1=C(C)NC(=O)NC1c1cccc(OC)c1OCc1ccccc1Cl (stereo unspecified)	0.31	-2.1	-2.3	0.9	7.6	24.1	-23.8	0.8	9.3
CC(C)CN(CC(C)C)S(=O)(=O)N1CCC(C(=O)NCCc2ccc(Cl)cc2)CC1	0.00565	x	2.1	0.5	-9.8	54.5*	-21.3	0.5	53.5*
Cc1nnc(SCC(=O)N2CCCc3ccccc32)[nH]c1=O	-0.728	0.0	5.0	0.5	12.8	-4.9	-0.4	1	45.3

More results.
SMILES	hDAT+cocaine	HUVEC tox IL1B	Candida biofilm	CYP2C9 act	HUVEC tox TNFa	CYP2C19 inhib	VCAM1 TNFa inh	CYP2C19 activ	CYP2C9 inh
N#C/C(=C(/O)CN1C(=O)c2ccccc2C1=O)c1nc2ccccc2[nH]1	0.0423	80.5*	-0.4	0.5	-4.5	19.7	2.2	0.8	50.8*
COc1cc(NC(=O)COC(=O)[C@@H]2CCCN2S(=O)(=O)c2ccc(Cl)cc2)cc(OC)c1OC	x	x	2.7	0.3	-18.4	22.5	3.8	0.8	71.9*
Cc1ccc(N2CCN(C(=O)N3CCCC3)CC2)cc1Cl	0.676	-17.8	5.0	0.7	-23.4	33.7	-8.9	0.7	32.5
c1ccc(CCn2nnnc2C(c2cccs2)N2CCOCC2)cc1 (stereo unspecified)	0.0343	x	6.1	1	x	27.3	x	0.7	-4.7
